Cneo AK release: Cryptococcus neoformans cell lysis inducers, primary screen, AK release luminescence, single concentration | C. neoformans lysis, adenylate kinase release luminescence, 4 h; normalised: neutral wells 0, clomiphene wells 100 | lysis activity, % at 15 µM | 360,000 compounds, 0.2% hits | AID 651654, 2012;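 active = mean lysis activity across replicates of at least 80%, whatever share of replicates individually reach that level; inactive = mean lysis activity below 80%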
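Material – Cryptococcus neoformans yeast cells · Quantity – 5 × 10^6 yeast cells/mL · Buffer or medium – YPD medium · Compound – single dose · Timing – 4 h static compound exposure, 37 °C, read 1 h post-reagent · Signal – adenylate kinase release luminescence · Read-out basis – lysis from increased AK signal · Benchmarks – Clomiphene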
INS-1E GSIS act: GLuc luminescence reporter in INS-1E cells, primary screen for activators of glucose-dependent secretion of insulin | INS-1E GLuc reporter insulin secretion, 2-3 h | activation, % at 16.6 µM | 370,000 compounds, 0.61% hits | AID 743287, 2014;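 active = lowest replicate activation of at least 40%, so every replicate reaches that level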;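 note: 0% = median of neutral control wells and 100% = median of IBMX positive control wells; some compounds called inactive have numbers as strong as hits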
miR-122 sensor: miR-122 Renilla sensor signal increase in Huh7, primary screen, miR-122 inhibitor project, cell-based, single point, plate reader; activation (reporter increase), % at 12.5 µM; Huh7 miR-122 Renilla luciferase sensor, 48 h; neutral wells = 0, positive control = 100; 340,000 compounds, 0.3% hits; AID 602342, 2012;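 active = mean replicate activation score at least 90 and every replicate individually at or above 90; inconclusive = only one of the two criteria met; inactive = neither criterion met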;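 note: higher luciferase means less miR-122 activity so hits act as miR-122 inhibitors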
C2C12 statin: suppressors of statin myotoxicity in C2C12 myotubes, primary screen, cell-based, single point, plate reader. C2C12 myotubes + simvastatin, ATP luminescence, 48 h; scaled: DMSO 0, geranylgeraniol control 100. 330,000 compounds, 0.78% hits. AID 602340, 2012. rescue of ATP level, % at 7.49 µM;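 active = mean ATP rescue above about 67%, or every replicate alone reaching that limit, limit read from the data, passing the limit was not always enough; inconclusive = no clear call, values can overlap the other calls; inactive = mean under the limit and some replicate under it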;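 note: myotubes were challenged with 10 µM simvastatin during compound exposure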
PGC1a acetyl inh: inhibitors of PGC1a acetylation signal, primary screen, cell-based, U2OS, AlphaScreen, inhibitor mode; inhibition, % at 15.6 µM; 350,000 compounds, 0.17% hits; AID 651687, 2012; AlphaScreen anti-acetyl-lysine; with virally co-expressed GCN5 acetyltransferase;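 active = every replicate shows inhibition of at least 40%; inconclusive = mean inhibition at least 40% but some replicate below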;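 note: 0% = neutral control wells and 100% = positive control wells; some results beyond the cut were filed as inactive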
FN deposition inh: inhibitors of fibronectin matrix deposition, primary screen, AH1F cells, Alexa488-fibronectin fluorescence, plate reader | AH1F fibroblasts, overnight | inhibition, % at 12.6 µM | 350,000 compounds, 0.086% hits;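 active = mean inhibition across replicates of 30% or more, regardless of how many single replicates reach that level; inconclusive = mean under 30% yet at least half of replicates reach 30%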;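 note: positive control wells lacked labelled fibronectin entirely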
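Schedule: 1 h cell adhesion before compound, then overnight fibronectin incubation; test system: AH1F fibroblast monolayer depositing Alexa488-labelled fibronectin into matrix; quantity: 10000 AH1F cells per well; probe or stimulus: fluorescent fibronectin at 24 nM final; signal: fluorescence, ex 485 nm, em 525 nm; evaluation: percent inhibition as loss of matrix-bound fibronectin fluorescence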
PglD inh: C. jejuni PglD acetyltransferase inhibitors, primary screen, biochemical, DTNB colorimetric, single point; AID 602405, 2012; 360,000 compounds, 0.098% hits; purified PglD enzyme, DTNB colorimetric CoA detection; UDP-N-acetylbacillosamine N-acetyltransferase PglD (Campylobacter jejuni); inhibition, % at 12.5 µM; in the data active = inhibition above about 16%, passing the limit was not always enough; inconclusive = no clear call, values can overlap the other calls; note: strong numbers were not always called active
F508del corr: F508del CFTR correction, initial screen, CFBE line, single point; CFBE cells, YFP halide quenching; stimulated with forskolin plus potentiator P3; % fluorescence drop versus neutral controls; 350,000 compounds, 0.36% hits; activity (quench increase), % at 7.58 µM;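 active = mean added fluorescence quench of at least 8% versus neutral control, with both replicates also reaching 8%; inconclusive = only one of the mean or replicate conditions met; inactive = mean below 8% and not both replicates reaching 8%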;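 note: cells transiently co-express mutant CFTR-F508del with the halide-sensitive YFP; corrector assay measuring rescue of mutant channel to the surface after 24 h compound exposure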
The depositor's hits bear a star; ? = inconclusive; / = no result given; [ ] = remark or other dose.

SMILES	Cneo AK release	INS-1E GSIS act	miR-122 sensor	C2C12 statin	PGC1a acetyl inh	FN deposition inh	PglD inh	F508del corr
Cc1noc(/C=C/N(C)C)c1S(=O)(=O)N1CCCC(C(=O)Nc2ccccc2F)C1 (stereo not given)	2	14	-1	3	2	-4	-9	-1.8
CCOC(=O)c1sc(NC(=S)NC(=O)C23CC4CC(CC(C4)C2)C3)cc1C	3	-4	14	-3	/	-18	0	-0.6
CCC/C=N/NC(=O)c1cccc(Br)c1	/	-4	-3	-6	-5	-7	/	-0.2
CCCN1Cc2cccc(C(=O)NCc3ccc(C)cc3)c2C1=O	-1	7	15	-13	10	7	-4	/
CCCC(c1nnnn1C(C)(C)CC)N(CCCO)Cc1cc2cc(C)cc(C)c2[nH]c1=O (stereo not given)	3	/	2	7	-13	/	-2	/
CC1CCc2sc(C(=O)NC3CCCCC3)cc2C1 (stereo not given)	-1	15	13	-1	0	1	2	-0.9
O=C(NCCc1ccccc1)C(=S)N1CCCCC1	0	5	-5	3	-1	8	-3	0.2
COc1ccc(S(=O)(=O)Nc2cccc3c2O[C@H](CN(C)C)[C@H](C)CN([C@@H](C)CO)C3=O)cc1	-3	7	4[16.7 µM]	13	-2	/	-4	-1.1
CCS(=O)(=O)CCSC(=N)N	5	16	-2	12	-20	/	3	0.2
Cc1cc(OCC(=O)NCCO)cc(C)c1Cl	0	/	-3	4	4	/	1	/
Cc1ccc(C(=O)C(C)OC(=O)Cn2[nH]c(=O)c3ccccc3c2=O)cc1C (stereo not given)	-2	1	2	5	/	/	-3	0.5
COc1cccc(CN(C)C(=O)c2[nH]c(C)c(C(C)=O)c2C)c1OC	-1	-8	-3	-12	-10	0	-1	-1.4
O=C(N/N=C/c1ccncc1)/C(=C/c1ccccc1)NC(=O)c1ccccc1	2	-11	-11	-2	6	/	-2	0.7
C[C@@H]1CN([C@@H](C)CO)C(=O)c2cc(NS(=O)(=O)c3cn(C)cn3)ccc2O[C@@H](C)CCCCO[C@@H]1CN(C)Cc1ccc(C(F)(F)F)cc1	96*	-12	43[16.7 µM]	/	-2	/	1	0.6
COCC#Cc1cnc2c(c1)C(=O)N([C@H](C)CO)C[C@@H](C)[C@@H](CN(C)Cc1ccccc1)O2	4	-2	-1[16.7 µM]	6	5	-2	-5	1.3
CC(=O)C1CCC2C(CCC3=CC(=O)CCC32)C1 (stereo not given)	0	3	-1	-4	-3	/	-1	-1.9
O=S1(=O)CC(N2CCCCC2)C(N2CCCCC2)C1 (stereo not given)	31	/	-5	/	12	/	0	/
CC(C)Cc1nnc(NC(=O)c2cc(-c3ccccc3)nc3ccccc23)s1	-1	/	-8	7	/	5	-5	/
COc1ccc(C2c3[nH]c4ccccc4c3C[C@H]3C(=O)N(CC(C)C)CC(=O)N23)c(OC)c1 (stereo not given in full)	1	-3	32	?	3	6	8	-3.4
C[C@@H]1CN([C@@H](C)CO)C(=O)Cc2cc(NC(=O)C3CC3)ccc2O[C@@H]1CN(C)Cc1ccc(Oc2ccccc2)cc1	-1	-34	-12[16.7 µM]	-20	-3	/	8	-2.3
O=C(CCn1cnc2ccccc21)N=Nc1c(O)[nH]c2ccccc12	/	0	5	4	-7	-3	/	-0.6
CC(=O)Nc1ccc(C)c([N+](=O)[O-])c1	-1	18	-13	3	/	/	-1	0.0
NS(=O)(=O)c1ccc(CCNC(=O)CSc2nc3ccsc3c(=O)n2CC2CCC(C(=O)O)CC2)cc1 (stereo not given)	/	6	/	/	14	5	/	1.9
Cc1nc(-c2noc(-c3ccc(Cl)cc3)n2)c(C(F)(F)F)o1	1	10	-4	3	/	-4	0	-0.9

Compounds above containing a thiophene ring, fused or not, in the order listed:
SMILES	Cneo AK release	INS-1E GSIS act	miR-122 sensor	C2C12 statin	PGC1a acetyl inh	FN deposition inh	PglD inh	F508del corr
CCOC(=O)c1sc(NC(=S)NC(=O)C23CC4CC(CC(C4)C2)C3)cc1C	3	-4	14	-3	/	-18	0	-0.6
CC1CCc2sc(C(=O)NC3CCCCC3)cc2C1 (stereo not given)	-1	15	13	-1	0	1	2	-0.9
NS(=O)(=O)c1ccc(CCNC(=O)CSc2nc3ccsc3c(=O)n2CC2CCC(C(=O)O)CC2)cc1 (stereo not given)	/	6	/	/	14	5	/	1.9

Next part
SMILES	Cneo AK release	INS-1E GSIS act	miR-122 sensor	C2C12 statin	PGC1a acetyl inh	FN deposition inh	PglD inh	F508del corr
O=C(NCc1nc2ccccc2[nH]1)c1cc2ccccc2oc1=O	1	/	-2	-4	1	/	-5	/
COc1ccc(CNS(=O)(=O)c2ccc3c(c2)CC(C)N3C(=O)C2CC2)cc1 (stereo not given)	-1	-25	-6	40	0	6	1	-1.7
Cc1csc(=N)n1-c1ccc(Cl)cc1	-3	-1	5	-85	-11	/	-2	-1.8
COc1ccc(OC)c(CCNC(=O)c2ccc3c(c2)N(Cc2ccc(F)cc2)CCS3)c1	0	/	19	36	/	/	3	/
CCN(CC)c1ccc(-n2c(O)c(C=C3N=c4ccccc4=N3)sc2=S)cc1	-1	1	-9	10	-2	/	-1	/
Cc1ccc(/C=N/NC(=O)c2ccco2)s1	2	/	-1	-5	-3	5	2	/
COc1cccc(C2CC(c3ccccc3Cl)n3nnnc3N2)c1 (stereo not given)	-3	/	11	-4	11	/	1	/
CC(=O)NC(Cc1cccc(F)c1)C(=O)NC1CCN(C(=O)Nc2ccc(C)cc2)CC1 (stereo not given)	3	-3	-2	4	32	-2	6	-1.1
Cc1ccc(S(=O)(=O)N2CCCCC2C)cc1[N+](=O)[O-] (stereo not given)	2	-8	-8	-4	-12	-4	2	-1.1
Cc1ccc(CNC(=O)c2ccc(N3CCC4(CC3)CC(c3cccc(Br)c3)=NO4)c(NC(=O)c3c(Cl)cccc3Cl)c2)cc1	-2	-3	-2	2	2	-21	1	-1.1
Cn1c(=O)c2cc(S(=O)(=O)NC(Cc3ccccc3)C(=O)NCc3ccco3)ccc2n(C)c1=O (stereo not given)	1	-9	-5	4	0	-8	-3	-1.7
CCNC(=O)C1(C)CCCCN1Cc1ccc(C#N)cc1 (stereo not given)	5	23	/	-1	/	-4	-5	-2.7
CCC(=O)Nc1ccc(C(=O)CSc2nnc(-c3ccc(NS(=O)(=O)CC)cc3)o2)cc1OC	3	3	3	/	-12	0	2	0.5
O=C(CC1SC(N2CCCC2)=NC1=O)Nc1ccc(C(=O)NCCc2ccc(F)cc2)cc1 (stereo not given)	0	-10	/	-7	/	-2	-1	-2.5
Cc1ccc(C(=O)Nc2nnc(COc3ccccc3)s2)cc1	/	-13	-2	/	-19	6	/	0.7
O=C(c1cccnc1)N1C2C=CC(C2)C1(C(F)(F)F)C(F)(F)F (stereo not given)	-1	/	3	/	1	/	-15	/
Cc1ccc2c(c1)C(=C(C#N)C#N)C(=O)N2CCN1CCCCC1	2	-9	2	-17	-6	1	-3	-2.9
CC(=O)Oc1ccc(C(C)=O)c2c1OCCO2	-1	-3	/	2	-6	/	0	/
CCC(=O)Nc1ccc2c(c1)C(=O)N(C)C[C@@H](OC)[C@H](C)CN(C(=O)CN1CCOCC1)[C@H](C)CO2	/	9	-5[16.7 µM]	-13	13	7	/	-2.5
Cc1cc(C)cc(N2CC34C=CC(O3)C(C(=O)OCC(=O)NCc3ccco3)C4C2=O)c1 (stereo not given)	0	/	-7	-6	-13	-2	4	/
C[C@@H]1CN([C@@H](C)CO)C(=O)c2cc(NC(=O)Nc3ccc(F)cc3)ccc2O[C@H]1CN(C)S(=O)(=O)c1cn(C)cn1	-3	7	0[16.7 µM]	-15	7	/	2	1.8
CCOC(=O)CNC(=S)SC	0	4	-2	-11	0	-4	2	0.3
CCOC(=O)C1=C(C)N(c2ccc(C)cc2)C(=O)/C1=C\c1ccc(O)c(OC)c1	/	-33	-6	14	4	-4	/	-3.6
CC(C)(C)NC(=O)COC(=O)c1ccc(Cl)nc1	1	-17	-5	1	-13	-2	-1	-0.6
COC(=O)[C@H]1[C@H](CO)[C@H]2Cn3c(ccc(-c4ccccc4OC)c3=O)[C@H]2N1C(=O)c1cccnc1	0	3	0[16.7 µM]	5	/	/	1	-3.3
O=C(Nc1cc2c3c(c1)CC(=O)N3CCC2)c1cccc(F)c1	-2	10	/	/	/	3	-3	-1.8
COC(=O)C(C)Oc1ccc(=O)[nH]n1 (stereo not given)	4	/	10	-5	0	/	-1	/
C[C@@H]1CN([C@H](C)CO)S(=O)(=O)c2ccc(-c3cncnc3)cc2O[C@H]1CN(C)C	-1	7	12[16.7 µM]	-5	-5	/	-3	2.6
Cc1ccc(-c2cc(C#N)c(=O)n(Cc3c(Cl)cccc3Cl)c2)cc1	0	/	5	-61	-2	/	3	/
Cc1ccc(NC(=O)C2CC(=O)NC(Nc3cccc(C)c3)=N2)cc1 (stereo not given)	6	/	-4	-2	-2	/	0	/
Cc1ccc(NC(=O)CC(O)(C(F)(F)F)C(F)(F)F)cc1	0	/	2	-7	16	/	4	/
COC(=O)c1ccccc1NC(=O)COC(=O)CSCC(=O)N1CCOCC1	2	/	-2	-2	-4	-2	2	/
COc1ccccc1N1CCN(C(CNC(=O)C2CCCCC2)c2cccnc2)CC1 (stereo not given)	2	-1	-6	5	5	-5	1	-0.5
CCCN(C)C[C@@H]1OCCCC[C@@H](C)Oc2ccc(NS(=O)(=O)c3ccc(C)cc3)cc2C(=O)N([C@@H](C)CO)C[C@@H]1C	0	-5	-11[16.7 µM]	/	6	/	1	0.6
CN(C)CC(=O)Nc1ccc2c(c1)[C@@H]1C[C@H](CC(=O)N3CCN(C)CC3)O[C@@H](CO)[C@@H]1O2	43	2	-4[16.7 µM]	5	-1	-1	1	?
O=C(O)c1cccc(Nc2nc3ccccc3nc2NS(=O)(=O)c2cccs2)c1	-3	/	-6	-14	-5	-9	8	0.5
COC(=O)c1sccc1S(=O)(=O)NC(C)c1cnn(-c2ccc(OC)cc2)c1C (stereo not given)	0	-5	/	/	1	-5	0	1.8
CC(C)N1C(=O)/C(=C\c2nc3ccccc3c(=O)n2-c2ccccc2)c2ccccc21	3	-36	0	/	12	3	0	/
Cc1ccccc1CC1SC(N)=NC1=O (stereo not given)	3	/	-3	7	6	3	3	/
COc1cc(NC(=O)COc2ccccc2[N+](=O)[O-])ccc1NC(=O)c1ccco1	-1	47	-6	-3	/	2	3	-1.0
CCC(=O)Nc1sc2c(c1C#N)CC(C)(C)NC2(C)C	2	/	0	/	-9	0	0	/
Cc1cc(=O)n2nc(N3CCC(C(=O)NCCc4ccc(Cl)cc4)CC3)sc2n1	1	0	3	25	6	2	2	1.8

Assay outcomes from PubChem BioAssay.
